Screening results from PubChem BioAssay.
Scp1 inh: inhibitors of human Scp-1 phosphatase. Recombinant Scp1, phosphopeptide, malachite green phosphate absorbance. 340,000 compounds, 0.88% hits. Q9GZU7. inhibition, % at 20 µM. AID 493091;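 active = inhibition above about 50% at 20 µM, limit read from the data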;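 note: plate controls were DMSO wells with enzyme for no effect and wells lacking enzyme for full effect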
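Test system: SCP-1 catalytic domain; Buffer or medium: Acidic Tris acetate buffer with magnesium and detergent; Also added: Phosphorylated 17-residue peptide substrate; Compound: single 20 µM dose, 1% DMSO; Schedule: enzyme reaction 45 min at room temperature, colour 5 min, stabilisation 30 min; Signal: Phosphate-binding colour reagent, absorbance read at 630 nm.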
SUMO1 PPI mod: SUMO1-SIM interaction modulation; P63165; SUMO1 binding to a labelled peptide, TR-FRET, 1 h; inhibition, % at 20 µM; 360,000 compounds, 0.33% hits; AID 602429; in the data active = inhibition above about 37%
Target sequence (P63165 whole entry, looked up): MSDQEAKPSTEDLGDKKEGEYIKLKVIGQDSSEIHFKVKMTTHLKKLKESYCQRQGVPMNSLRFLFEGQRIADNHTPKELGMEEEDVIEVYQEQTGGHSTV
TbMetRS inhib: Trypanosoma brucei MetRS inhibition | 360,000 compounds, 0.4% hits | inhibition, % at 11.9 µM | AID 624268 | purified T. brucei MetRS, ATP depletion, Kinase-Glo luminescence;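 active = inhibition above a per-plate cutoff of the control wells' mean inhibition plus 3 SD, cut at about 5.5% in these data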;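 note: 0% = DMSO wells median and 100% = median of wells with control inhibitor compound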
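System: purified T. brucei MetRS enzyme / Detection: Kinase-Glo luciferase luminescence reporting remaining unconsumed ATP / Medium: HEPES buffer with MgCl2, KCl, DTT, spermine, BSA, pyrophosphatase / Replication: singlicate, one well per compound / Evaluation: percent inhibition relative to median high and low control wells / Schedule: 2 h aminoacylation at 25 °C after 15 min preincubation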
DNMT1 block: DNMT1 (human) enzyme inhibition; 360,000 compounds, 0.83% hits; DNMT1 molecular beacon, Hinp1I cleavage, fluorescence; AID 588458; inhibition (reported as % activation of signal), % at 10 µM; in the data active = inhibition above about 50%
Rpn11 inh: blocks the human proteasome subunit Rpn11. human 26S proteasome, Ub4-pepOG fluorescence polarization; 20S core pre-blocked with epoxomicin. calls only at 20 µM. 360,000 compounds, 0.59% hits. AID 588493;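 active = inhibition at 20 µM, scaled to each plate's controls, above about 33%, limit read from the data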
Target sequence (O00487 whole entry, looked up): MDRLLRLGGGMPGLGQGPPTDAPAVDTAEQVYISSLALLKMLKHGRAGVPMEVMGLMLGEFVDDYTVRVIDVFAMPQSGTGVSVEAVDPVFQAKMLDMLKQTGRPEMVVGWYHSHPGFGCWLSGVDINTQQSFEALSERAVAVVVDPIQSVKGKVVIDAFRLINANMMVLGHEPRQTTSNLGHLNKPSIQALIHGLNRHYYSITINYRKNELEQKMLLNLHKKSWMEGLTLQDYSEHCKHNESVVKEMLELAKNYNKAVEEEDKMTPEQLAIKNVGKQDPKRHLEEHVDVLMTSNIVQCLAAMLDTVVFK
NadD block: blocks S. aureus nicotinate mononucleotide adenylyltransferase | 360,000 compounds, 0.78% hits | inhibition, % at 20 µM | purified NadD enzyme, colorimetric absorbance read-out; in the data active = inhibition above about 26%; note: some compounds past the cut are filed as inactive
PABP1 MLLE inh: inhibitors of microRNA-mediated deadenylation, human PABP1 MLLE binding | P11940 | GST-MLLE / FITC-PAM2 fluorescence polarization | inhibition, % at 20 µM | 360,000 compounds, 0.36% hits; in the data active = inhibition above about 35%, passing the limit was not always enough;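 note: plate controls were DMSO wells with GST-MLLE for no effect and wells lacking GST-MLLE protein for full effect; some results filed as inactive read as strong as hits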
Target sequence (P11940 whole entry, looked up): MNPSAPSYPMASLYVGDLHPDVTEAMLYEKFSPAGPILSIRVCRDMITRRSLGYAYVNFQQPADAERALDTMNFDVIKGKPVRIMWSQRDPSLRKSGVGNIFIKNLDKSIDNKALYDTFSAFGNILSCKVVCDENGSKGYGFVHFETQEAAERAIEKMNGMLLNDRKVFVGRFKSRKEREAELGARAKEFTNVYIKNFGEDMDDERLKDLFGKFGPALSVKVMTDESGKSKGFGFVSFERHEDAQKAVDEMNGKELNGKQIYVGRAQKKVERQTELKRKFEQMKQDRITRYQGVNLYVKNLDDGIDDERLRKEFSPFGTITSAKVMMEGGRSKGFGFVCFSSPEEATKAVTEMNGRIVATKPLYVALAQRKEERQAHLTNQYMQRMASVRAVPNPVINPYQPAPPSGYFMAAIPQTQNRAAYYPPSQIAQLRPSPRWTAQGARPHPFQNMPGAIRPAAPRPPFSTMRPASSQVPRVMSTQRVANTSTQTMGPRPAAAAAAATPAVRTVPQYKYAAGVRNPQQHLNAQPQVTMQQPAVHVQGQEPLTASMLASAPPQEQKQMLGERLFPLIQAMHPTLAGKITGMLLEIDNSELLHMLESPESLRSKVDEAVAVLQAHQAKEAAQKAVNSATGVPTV
CSN deneddyl inh: CSN deneddylation inhibition | inhibition, % at 12.5 µM | Purified CSN, SCF-Nedd8-OG deneddylation, fluorescence polarization | AID 651999 | Q92905 | 360,000 compounds, 0.38% hits;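 active = pattern-corrected inhibition above about 35%, with an unprinted fluorescence ratio check between 0.5 and 1.5, limit read from the data, passing the limit was not always enough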;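 note: 0% = enzyme with substrate and 100% = substrate without enzyme; some results filed as inactive read as strong as hits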
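Assay system: HEK293T-derived human Csn5 enzyme; quantity: 0.24 nM enzyme; medium: Tris/NaCl/DTT buffer, pH 7.5; also added: substrate SCFSkp2-Nedd8OG, 10 nM; doses: 12.5 µM compound; schedule: 90 min reaction at room temperature; signal: FP; read-out: % inhibition of substrate cleavage by Csn5; benchmarks: substrate-only high control, full reaction low control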
STEP inh: blocks human striatal-enriched tyrosine phosphatase. inhibition, % at 20 µM. recombinant STEP, OMFP fluorogenic substrate, fluorescence. 360,000 compounds, 0.25% hits. P54829. AID 588621;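 active = inhibition at 20 µM, scaled per plate between control wells, above about 37%, limit read from the data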;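 note: 0% = DMSO with enzyme and substrate and 100% = substrate only without enzyme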
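material = STEP tyrosine phosphatase | reagent = fluorogenic phosphatase substrate OMFP at 25 µM final | doses = single compound dose of 20 µM, 1% DMSO final | schedule = 20 min reaction, room temperature, in the dark | measured by = fluorescence, 480/540 nm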
LMPTP inh: blocks human LMPTP phosphatase | P24666 | recombinant LMPTP-A, OMFP fluorogenic substrate, fluorescence intensity | inhibition, % at 20 µM | 360,000 compounds, 0.22% hits | AID 651560;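 active = compounds that cut the enzyme signal by at least half of the control window in the single-dose screen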;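 note: plate controls were DMSO wells with enzyme plus substrate for no effect and substrate without enzyme for full effect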
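Assay system: LMPTP-A phosphatase enzyme | Input: 0.625 nM enzyme | Also added: Fluorogenic phosphatase substrate OMFP at 400 µM final | Compound dosing: One test concentration per compound, 20 µM, with 3% DMSO overall | Schedule: 50 min enzyme reaction at room temperature, protected from light | Signal: Fluorescence intensity | Benchmarks: no-enzyme and uninhibited controls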
Active calls of the source: *; i = inactive; x = no result given. Compounds as they come; 3.6% or so of the library scored in one or more.

SMILES	Scp1 inh	SUMO1 PPI mod	TbMetRS inhib	DNMT1 block	Rpn11 inh	NadD block	PABP1 MLLE inh	CSN deneddyl inh	STEP inh	LMPTP inh
CCN(CC)CC(=O)NCC1(c2ccccc2)CCOCC1	-4.2	-4.4	-0.4	-1.0	i	6.6	4.0	1.6	-1.8	-1.1
COC(=O)C1C(O)=C(C(C)=Nc2cccc3ccccc23)C(=O)CC1(C)C (stereo not drawn)	12.6	3.2	0.1	0.4	i	-3.2	3.1	2.0	0.3	-1.1
Cc1cc(NC(=O)CCC(=O)N(CCC(C)C)C(C(=O)NC2CCCC2)c2ccccc2C)no1 (stereo not drawn)	-8.1	0.2	-0.7	-3.0	i	-2.6	5.7	2.7	-2.0	0.5
O=C(O)c1ccc(COc2ccc3ccccc3c2/C=C2/NC(=O)N(Cc3ccc(F)cc3)C2=O)cc1	48.3	-13.0	-0.1	-4.3	i	17.1	-9.4	6.0	0.7	4.4
CC1CCCC(NC(=O)CN2C(=O)NC(C)(c3cc(F)ccc3F)C2=O)C1C (stereo not drawn)	-15.3	16.9	-0.2	1.2	i	-3.2	-8.5	2.9	-3.0	-1.1
CC[n+]1c(/C=C/Nc2ccccc2)oc2ccccc21	98.5*	-9.5	-0.6	6.8	i	0.7	-134.9	16.9	-1.2	0.6
COc1ccc(C2CC(c3ccccc3)=NN2C(=O)c2ccc(F)cc2)cc1 (stereo not drawn)	-15.4	-2.7	-1.1	-5.8	i	-7.5	-15.5	-0.3	0.0	2.4
O=C(CN1CCCc2ccccc21)N/N=C/c1ccccc1O	-9.6	-1.8	1.1	-2.8	i	-3.7	2.0	-0.6	-2.8	0.0
CC(C)C(=O)N1CCCCCCN1C(=O)C(C)C	x	-6.4	-0.4	2.9	i	-4.0	-3.5	1.7	-3.8	-3.1
Cc1cccc(NC2=NC3(CCCCC3)N=C(N)N2)c1C	7.0	-1.5	-1.6	-2.8	i	5.1	-1.9	-0.7	1.3	0.3
O=C(NC12CC3CC(CC(C3)C1)C2)C12CC3CC(C1)CC(n1cnc(Cl)n1)(C3)C2	-4.6	-2.7	0.1	-0.5	i	-0.6	4.5	3.3	-1.4	-0.8
CC(C)C(=O)Nc1ccccc1C(=O)OCC(=O)c1ccc2c(c1)OCCO2	-21.1	-4.9	-0.3	-4.8	i	-15.5	2.6	0.8	1.3	2.8
CC(=O)Nc1ccc(C(=O)OCC(=O)N(c2ccccc2)C2CCS(=O)(=O)C2)cc1 (stereo not drawn)	-9.8	4.1	0.1	0.6	i	-3.0	-3.0	-1.6	-3.3	-0.6
Cn1ccc(=O)c2cc([N+](=O)[O-])ccc21	x	-25.2	0.0	4.7	i	-2.2	-8.8	5.5	2.2	0.0
COc1ccc(CN2C(=NC(=O)C3CC3)SC3CS(=O)(=O)CC32)cc1 (stereo not drawn)	-3.8	3.7	-0.2	-0.9	i	-1.4	6.7	5.2	3.2	-0.5

Next section, overlapping the part above by two compounds.
SMILES	Scp1 inh	SUMO1 PPI mod	TbMetRS inhib	DNMT1 block	Rpn11 inh	NadD block	PABP1 MLLE inh	CSN deneddyl inh	STEP inh	LMPTP inh
Cn1ccc(=O)c2cc([N+](=O)[O-])ccc21	x	-25.2	0.0	4.7	i	-2.2	-8.8	5.5	2.2	0.0
COc1ccc(CN2C(=NC(=O)C3CC3)SC3CS(=O)(=O)CC32)cc1 (stereo not drawn)	-3.8	3.7	-0.2	-0.9	i	-1.4	6.7	5.2	3.2	-0.5
COc1ccc(-n2cnnc2SCC(=O)NC2CCCCC2)cc1	-3.9	3.7	-0.6	-0.1	i	-2.6	-1.5	-4.3	-4.8	-1.3
O=C(c1cnn2c(C(F)(F)F)cc(-c3ccco3)nc12)N1CCCCCC1	-5.6	-10.6	-0.8	4.9	i	-4.4	3.0	-1.2	2.5	0.1
CCc1oc(-c2ccc(OC)cc2)c(C(=O)OCCCCCO)c1C(C)OCCO (stereo not drawn)	x	2.9	-0.1	x	x	-8.9	x	-8.2	x	-1.0
CC(=O)c1ccc(OCCCC(=O)NC2CCCCC2C)cc1 (stereo not drawn)	1.8	-0.5	0.0	-0.1	i	-1.9	-11.4	3.5	-0.1	-0.9
CSc1ccccc1C(=O)NC1CCCC1	5.4	4.3	-1.2	2.1	i	-1.9	5.7	-2.7	-7.8	-1.9
CS(=O)(=O)c1nc(S(=O)(=O)c2ccc(Cl)cc2)c(NCCCN2CCOCC2)s1	-3.8	-1.2	-0.6	-0.2	i	-9.5	4.8	2.5	1.2	-1.3
Cc1ccccc1C(=O)NCCNC(=O)c1ccccn1	-7.7	-0.1	-0.5	-0.2	i	-6.0	-6.0	1.8	1.4	-1.3
Cc1nc2ccc(C(C(F)(F)F)(C(F)(F)F)C(F)(F)F)cc2[nH]1	5.2	1.0	-0.3	7.6	i	-2.5	6.0	8.2	0.7	2.7
OCCC1CN(Cc2nc3c(s2)CCCC3)CCN1Cc1ccsc1 (stereo not drawn)	5.4	-0.8	1.2	-1.5	i	1.4	4.9	-0.9	-1.3	-0.1
Cc1cccc(OCc2nnc(SCC(=O)c3cccs3)n2C)c1C	0.2	-4.5	-0.7	-6.1	i	-0.8	-98.3	-0.9	-0.5	0.6
COc1ccc(C(CNC(=O)CCNS(=O)(=O)c2ccccc2)N2CCOCC2)cc1 (stereo not drawn)	x	-108.1	-0.1	-32.2	i	-10.0	4.3	-4.8	-1.4	-11.8
Cc1c(C(=O)NCCN(C)C)oc2ccc(S(=O)(=O)N3CCC4(CC3)OCCO4)cc12	-7.1	-6.5	0.0	2.7	i	-1.6	-2.1	-0.5	2.6	-8.1
Cc1ccc(Cl)cc1N1CCN(C(=O)C2CCC(=O)N(C3CCCCCC3)C2)CC1 (stereo not drawn)	3.5	3.7	-0.3	-2.7	i	-1.7	6.7	6.9	1.7	-2.1
C[C@H](CO)N1C[C@H](C)[C@H](CN(C)S(C)(=O)=O)OCc2ccccc2-c2c(n(C)c3ccccc23)C1=O	x	-0.2	-0.9	4.0	i	6.7	-8.6	3.0	0.4	-2.6
O=C(C1CCCCC1)N(CCN1CCCC1)c1nc2ccccc2s1	-13.9	0.2	-0.6	-3.5	i	-1.4	0.6	-3.2	0.6	4.0
CC(C)(O)C(=O)N=Nc1c(O)[nH]c2ccccc12	-3.2	-24.5	-0.3	1.0	i	2.2	-1.6	1.1	-2.5	-0.8
O=C(COc1ccc(Cl)cc1)NCCS(=O)(=O)N1CCN(c2ccc(F)cc2)CC1	-8.6	1.4	-0.5	2.9	i	1.7	-1.8	-5.8	1.2	-0.4
CCOC(=O)N1CCN(Cc2nc3c(c(=O)n(C)c(=O)n3C)n2Cc2ccc(F)cc2)CC1	-12.0	3.1	0.2	6.0	i	1.7	6.5	-2.2	-1.4	-2.2
O=C(c1ccco1)N1CCN(C(=O)c2ccc(-c3ccc(Cl)cc3)o2)CC1	-7.2	-17.9	-0.3	3.5	i	-3.8	14.2	-2.5	-0.6	1.9
CCOC(=O)/C=c1\s/c(=C\c2ccc3c(c2)OCCO3)c(=O)n1CC(=O)NCC1CCCO1 (stereo not drawn)	-7.6	-16.0	0.7	15.9	i	1.2	-32.7	7.6	-1.3	1.8
Fc1ccc(-c2cnn3c(-c4cccs4)ccnc23)cc1	-4.6	-4.1	-0.4	4.1	i	-1.7	-29.2	4.1	0.2	2.3
Cc1c(C(=O)Nc2c3c(nn2C(C)(C)C)CS(=O)(=O)C3)cccc1[N+](=O)[O-]	-3.1	-1.1	-0.5	2.5	i	3.3	-0.2	3.5	-0.6	-0.9
Cc1ccc(C(=O)Cn2cccn2)cc1	-6.5	4.8	0.6	1.5	i	3.2	-1.8	3.1	1.7	-0.1
O=C(c1cnn2c1NC(c1ccc(Br)cc1)CC2C(F)(F)F)N1CCN(C23CC4CC(CC(C4)C2)C3)CC1 (stereo not drawn)	3.8	1.4	-0.2	-12.1	i	8.2	-2.3	1.9	-0.7	0.5
CC(=O)c1[nH]c(C)c(C(C)=O)c1C	16.5	2.7	-1.0	3.3	i	4.7	-126.4	-3.3	-0.4	0.4
CC1CCCN(S(=O)(=O)c2ccc(C(=O)Nc3ccccc3-c3nc4ccccc4[nH]3)cc2)C1 (stereo not drawn)	-2.6	38.6	-0.5	-5.7	i	5.4	-5.2	-2.9	0.3	1.9
COc1ccc(N2CCN(c3ccc(C(N)=O)cc3[N+](=O)[O-])CC2)cc1	-9.1	-22.3	-1.0	-2.2	i	-4.6	0.5	74.5*	11.9	0.7
Cc1ccc(C(=O)N2CCN(S(=O)(=O)N3CCCCCC3)CC2)cc1	0.9	1.1	-0.8	2.8	i	-0.8	-5.2	3.2	0.4	0.2
CCC(C(=O)NC1CCCC1)N(C(=O)Cn1nnc(-c2ccc(C)o2)n1)c1cccc(O)c1 (stereo not drawn)	-0.6	0.6	-0.6	-2.5	i	-2.3	-21.6	4.9	2.6	2.7
COc1ccc(-n2c3c(c(=O)[nH]c2=O)C(C(F)(F)F)(C(F)(F)F)N=C(CC(C)C)N3)cc1	-2.8	1.7	-0.3	2.0	i	0.4	-6.8	-0.4	-1.1	-0.9
COc1ccc(C(=O)N/N=C(\C)CC(=O)Nc2ccc3c(c2)OCCO3)c(OC)c1	-8.1	10.9	-1.2	2.6	i	-4.3	12.4	6.4	-1.2	0.9
COc1ccc(/C=C2/SC(=O)N(CCC(=O)Nc3ccccc3C(=O)O)C2=S)cc1	-3.1	-5.6	-0.1	-2.1	i	-2.5	12.6	-2.8	1.4	1.0
COc1ccc(CCNC(=O)COC(=O)/C=C/c2ccc(OC)cc2OC)cc1	-22.0	-12.4	-0.2	-9.8	i	-5.0	2.4	-0.1	1.0	-0.4
CC(C)(C)c1cc(C(=O)O)nn1-c1ccccc1	-2.6	-0.1	-0.3	3.7	i	2.9	-0.4	2.1	-1.2	-1.2
